Screens: PubChem, National Center for Advancing Translational Sciences (NCATS)
IDH1 R132H inh: qHTS for Inhibitors of mutant isocitrate dehydrogenase 1 (IDH1): qHTS | 390,000 compounds, 0.093% hits | IDH1-R132H enzyme, NADPH consumption, diaphorase/resazurin fluorescence | Potency, µM (doses to about 76.6 µM), for inactives: at the highest dose activity change, negative = inhibition, hits mostly inhibitors; also: potency is read from the fitted curve at half-maximal effect; % is scaled to controls: 0 for no effect and ±100 for the full control effect; nearly all actives have a fitted effect of over 65% in size
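IDH1-R132H (0.5 ug/mL dispensed) in pH 7.5 Tris buffer was preincubated 30 min with compound, then given a substrate mix of 0.016 mM NADPH and 2 mM alpha-KG for 80 min at room temperature; remaining NADPH was read by diaphorase/resazurin fluorescence.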
HP1b binding inh: HTS for Inhibitors of HP1-beta Chromodomain Interactions with Methylated Histone Tails. Chromobox protein homolog 1 (Homo sapiens), P83916. AlphaScreen HP1-beta / biotin-H3K9me3 peptide binding. Potency, µM (titrated, usually from 114 µM), inactives show at the highest dose activity change, negative = inhibition, usual class: inhibitors. 390,000 compounds, 0.56% hits. AID 540317, 2011; also: potency is read from the fitted curve at half-maximal effect; nearly all actives have a fitted effect of over 70% in size; inactives centre near 23
Target sequence (P83916 whole entry, looked up): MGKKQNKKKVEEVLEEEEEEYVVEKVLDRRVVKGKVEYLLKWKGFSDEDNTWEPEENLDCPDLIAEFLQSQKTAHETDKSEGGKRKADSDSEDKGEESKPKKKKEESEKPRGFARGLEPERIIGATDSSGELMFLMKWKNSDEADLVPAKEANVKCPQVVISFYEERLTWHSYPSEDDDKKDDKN
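AlphaScreen: HP1-beta (50 nM) preformed 30 min with biotin-H3(1-18)K9me3 peptide (50 nM) in PBS pH 7.4, 0.01% Tween-20. Compound added for 30 min at RT, then streptavidin donor/nickel chelate acceptor beads (10 ug/mL) for 30 min.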
PI4K2A inh: qHTS for small molecular inhibitors of PI4K2A; Phosphatidylinositol 4-kinase type 2-alpha (Homo sapiens), Q9BTU6; purified PI4K2A, ADP-Glo luminescence, 1 h; active compounds read low; activity change, negative = inhibition, % at 76.9 µM; 420,000 compounds, 0.13% hits; AID 1346378, 2018; in the data active = activity change below about -50%; inconclusive = mostly about -30% to -49%;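 also: -100% = wells without enzyme as full effect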
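Compounds are screened against recombinant PI4K2A using PI as substrate and ATP, the latter dispensed at 300 microM. Reactions run one hour at ambient temperature before ADP-Glo detection; full inhibition defined by wells lacking enzyme.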
USP1 inh: Inhibitors of USP1/UAF1: Primary Screen; Ubiquitin carboxyl-terminal hydrolase 1 (Homo sapiens), O94782; Potency, µM (highest dose often 57.1 µM), inactives show top-dose activity change, negative = inhibition, actives largely listed as inhibitors; 390,000 compounds, 0.23% hits; recombinant USP1/UAF1, Ub-Rhodamine cleavage fluorescence; also: potency is read from the fitted curve at half-maximal effect; % is scaled to controls: 0 for no effect and ±100 for the full control effect; nearly all actives have a fitted effect of over 60% in size; inactives centre near -12
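High-throughput fluorogenic screen: 1nM USP1/UAF1 complex, Ub-Rho substrate 150nM final, 50mM HEPES pH 7.8 with 0.5mM EDTA, 0.1 mg/ml BSA, 1mM TCEP and 0.01% Tween-20.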
TrxR1 inh: qHTS Assay for Inhibitors of Mammalian Selenoprotein Thioredoxin Reductase 1 (TrxR1): qHTS; Potency, µM (top dose mostly 114 µM), without a hit: at the highest dose activity change, negative = inhibition, actives largely listed as inhibitors; recombinant rTrxR1, NADPH fluorescence consumption, selenite substrate; 390,000 compounds, 1% hits; AID 588453, 2011; Thioredoxin reductase 1, cytoplasmic (Rattus norvegicus), O89049; also: potency is read from the fitted curve at half-maximal effect; % is scaled to controls: 0 for no effect and ±100 for the full control effect; nearly all actives have a fitted effect of over 65% in size
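Rat TrxR1 (90 nM in the dispensed reagent) was pre-reduced with 400 uM NADPH for 5 min at room temperature, then incubated with compound for 15 min. After 400 uM selenite was added, NADPH fluorescence (Ex 340/Em 450 nm) was followed for 8 min.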
TrxR1 substrate: qHTS Assay for Substrates of Mammalian Selenoprotein Thioredoxin Reductase 1 (TrxR1): qHTS | AID 588456, 2011 | purified TrxR1 substrate turnover, NADPH consumption readout | 390,000 compounds, 0.01% hits | Potency, µM (top dose mostly 114 µM), for the others: top-dose activity change, negative = substrate turnover; also: potency is read from the fitted curve at half-maximal effect; % is scaled to controls: 0 for no effect and ±100 for the full control effect; nearly all actives have a fitted effect of over 50% in size
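Rat TrxR1, dispensed at 90 nM, was prereduced with 400 uM NADPH (final) for 5 min at ~22 deg C, then incubated with compound 15 min before 400 uM selenite. A first-read NADPH fluorescence drop versus no-compound background flagged substrates.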
GLS inhibitor: qHTS for Inhibitors of Glutaminase (GLS) | GLS enzymatic activity, qHTS titration | Potency, µM (top dose mostly 45.5 µM), for the others: at the top dose activity change, negative = inhibition, usual class: inhibitors | 410,000 compounds, 0.21% hits; also: potency is read from the fitted curve at half-maximal effect; % is scaled to controls: 0 for no effect and ±100 for the full control effect
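hKGA; 45 mM KH2PO4 pH 8.2 + 0.02% Tween-20; cpd via pin tool; 1 mM Gln soln; GluOx/HRP/Amplex Red; RT 30 min; fluor. t0 & final.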
Pin1 inh: qHTS Assay to Find Inhibitors of Pin1 | Potency, µM (series often up to 115 µM), for the others: top-dose activity, negative = inhibition, hits mostly inhibitors | Peptidyl-prolyl cis-trans isomerase NIMA-interacting 1 (Homo sapiens), Q13526 | 390,000 compounds, 0.009% hits | Pin1 FP peptide displacement, HiFluor488, 10 min | AID 504891, 2011; active = well fitted inhibition curve with a large enough effect in the polarisation, with a control signal flat, not every such curve was filed as active; inconclusive = small, poorly fitted or top-dose-only effect, or effect the other way, or a change in a side signal; inactive = no such curve, though single readings can be large or run the other way; the % refers to the polarisation; also: potency is read from the fitted curve at half-maximal effect; % is scaled to controls: 0 for no effect and ±100 for the full control effect
Target sequence (Q13526 whole entry, looked up): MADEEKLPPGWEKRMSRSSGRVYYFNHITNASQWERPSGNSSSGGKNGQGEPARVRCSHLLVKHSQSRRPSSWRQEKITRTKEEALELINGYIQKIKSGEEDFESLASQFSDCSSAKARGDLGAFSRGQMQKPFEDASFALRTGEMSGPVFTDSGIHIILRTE
Tb PGK inh: qHTS Assay to Find Inhibitors of Phosphoglycerate Kinase; PGK/GAPDH coupled, Kinase-Glo luminescence, 60 min; Potency, µM (titrated, usually from 57.5 µM), for the others: at the highest dose activity change, negative = inhibition, hits mostly inhibitors; 380,000 compounds, 0.043% hits; AID 602233, 2012; also: potency is read from the fitted curve at half-maximal effect; % is scaled to controls: 0 for no effect and ±100 for the full control effect; nearly all actives have a fitted effect of over 60% in size
Target sequence (P07378 whole entry, looked up): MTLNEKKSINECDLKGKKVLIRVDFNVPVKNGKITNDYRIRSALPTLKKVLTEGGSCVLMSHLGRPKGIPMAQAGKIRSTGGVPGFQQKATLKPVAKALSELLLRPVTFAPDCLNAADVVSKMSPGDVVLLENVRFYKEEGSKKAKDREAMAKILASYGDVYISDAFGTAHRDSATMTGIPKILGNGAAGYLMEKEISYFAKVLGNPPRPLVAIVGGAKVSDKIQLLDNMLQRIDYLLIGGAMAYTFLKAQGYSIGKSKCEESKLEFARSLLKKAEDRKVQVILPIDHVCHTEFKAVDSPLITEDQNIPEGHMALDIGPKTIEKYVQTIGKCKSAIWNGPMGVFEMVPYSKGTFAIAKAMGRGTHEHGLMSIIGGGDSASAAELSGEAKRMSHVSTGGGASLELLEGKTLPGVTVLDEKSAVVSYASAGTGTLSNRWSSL
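Recombinant glycosomal PGK reaction used 1,3-bisphosphoglycerate generated in-well by GAPDH (100nM final) in 100mM TEA pH 7.6, 5mM MgCl2, 0.01% Tween-20. After 60 minutes at room temperature, ATP was read by Kinase-Glo Plus luminescence end-point.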
Starred values were filed as active, the others as inactive; i = inactive; ? = inconclusive; [ ] = dose if it differs, or a comment. Unless noted, calls follow the shape of the dose curve; as a rule, active = well fitted curve in the direction sought with a large enough effect; inconclusive = small, poorly fitted or top-dose-only effect, or another doubt; inactive = no such curve, though single readings can be large; an effect the other way counts as inactive or inconclusive. The list is partial. The share of hits here may be higher or lower than overall.

structure	IDH1 R132H inh	HP1b binding inh	PI4K2A inh	USP1 inh	TrxR1 inh	TrxR1 substrate	GLS inhibitor	Pin1 inh	Tb PGK inh
O=C(COc1ccc(-c2nnco2)cc1)NC1CCCc2ccccc21 (configuration not stated)	2%	40%[activator]	4	-6%	-16%	-7%	2%	3%	-3%
Cc1noc(C(=O)Nc2ccc3c(c2)OCO3)c1Cl	-1%	22%	-9	-8%	9%	-1%	3%	5%	1%
Cc1c2cnn(CC(=O)NCc3ccc(F)cc3)c(=O)c2c(C)n1Cc1ccccc1F	12%	37%	-3	-11%	10%	4%	-1%	6%	-5%
N#CC(C#N)=C1C=CC=CN1/C(=C\c1ccco1)C(=O)c1ccc(Cl)cc1	-8%	2%	8	-10%	0.5µM*	-10%	11%	16%	-3%
CC(=O)Nc1ccc(Nc2nc(-c3sc(NC(C)=O)nc3C)cs2)cc1	9%	-13%	5	-16%	10%	3%	44%[activator]	-4%	-6%
CCOc1ccccc1NS(=O)(=O)c1ccc2[nH]c(=O)[nH]c2c1	12%	-1%	2	-8%	3%	-4%	3%	-11%	i
CCOC(=O)c1sc(C)c(C(=O)NC2CCCCC2)c1N	3%	27%	3	-10%	4%[57.1 µM]	7%[57.1 µM]	-1%	4%	-5%
CN(c1cccc(NC(=O)CCSc2ccccc2)c1)S(C)(=O)=O	16%	12%	-7	-13%	-5%[57.1 µM]	-2%[57.1 µM]	1%	-4%	4%
Cc1cccc(C(=O)Nc2ccnc(-c3cccnc3)n2)c1	13%	29%	0	-11%	15%	-4%	-1%	-1%	-3%
CCOc1cc(/C=N/NC(=O)CN(CCc2ccccc2)S(=O)(=O)c2ccc(NC(C)=O)cc2)ccc1O	2%	14%	6	-14%	16%[57.1 µM]	-11%[57.1 µM]	?	17%	i
Cc1ccc(-c2nnc(Nc3ccccc3)c3ccccc23)cc1S(=O)(=O)NCc1nc2ccccc2[nH]1	-18%	43%[activator]	2	-20%	18%	4%	13%	47%[activator]	-5%
COc1ccc(N2CCN(CCCNC(=O)c3ccc4nc(Cc5ccccc5)oc4c3)CC2)cc1	1%	-33%[57 µM]	1	-6%	20%[57.1 µM]	3%[57.1 µM]	30%	-4%	-6%
Cc1ccccc1C(=O)Nc1ccc2nc3n(c(=O)c2c1)CCC3	-6%	39%[activator]	0	-16%	27%	0%	-3%	1%	-8%
CC(C)NCc1cc(Br)ccc1OCc1ccccc1	6%	34%	-4	-25%	-31%	12%	2%	-2%	-5%
CCOc1cc(S(=O)(=O)N(CC)CC)ccc1F	2%	24%	0	-10%	11%	-6%	7%	4%	0%
CCc1c(C(=O)NCCc2cccc(C)c2)[nH]c(C)c1C(C)=O	16%	0%	5	-7%	1%	1%	-6%	3%	6%
CCOc1nc(NC(=O)NC(=O)c2ccccc2)nc(-c2ccccc2)n1	4%	6%	0	-2%	2%	-5%	10%	1%	8%
Nc1nc2ccc(Cc3ccncc3)cc2s1	5%	30%	1	-24%	-1%	-5%	-11%	?	-6%
CCc1ccc(NC(=O)Cc2c(C(=O)O)n(C)c3ccccc23)cc1	5%	21%	-6	-21%	-1%	-1%	10%	-6%	-6%
CN(C)S(=O)(=O)c1ccc(C(=O)NCc2nc3ccccc3s2)cc1	2%	29%	2	-13%	16%[57.1 µM]	1%[57.1 µM]	-8%	-2%	-7%
COC(=O)CN=Cc1c(O)n(-c2ccc(Cl)cn2)c(=O)c2ccccc12	-2%	24%	1	-3%	17%[57.1 µM]	5%[57.1 µM]	-1%	-1%	-10%
Cc1ccc2c(c1)C(=O)C(=O)N2Cc1ccc(Cl)cc1	-9%	-5%	21	-16%	10%[57.1 µM]	3%[57.1 µM]	0%	3%	-3%
COc1cccc(-c2ccc(C#N)c(SCC(=O)NCCc3ccccc3)n2)c1	9%	39%[activator]	3	-4%	-9%	-5%	-12%	-1%	i
CCc1ccc(OCC(=O)NNC(=O)C2CCC2)cc1	0%	21%	4	-13%	-10%	-1%	-2%	-1%	-1%
CCCNC(=O)COc1ncnc2sc(C)c(C)c12	0%	40%[activator]	8	-8%	11%[57.1 µM]	5%[57.1 µM]	14%	5%	6%
O=C(N/N=C/c1cc2c(cc1Br)OCO2)c1cc2ccccc2o1	-5%	26%	2	-25%	13%	15%	4%	13%	-8%
Cc1nnc(N(CCC#N)CCC#N)s1	17%	26%	12	-22%	13%	7%	-4%	-2%	-7%
O=C(Nc1nncs1)C1COc2ccccc2O1 (configuration not stated)	4%	23%	-6	-3%	13%	5%	12%	-8%	-8%
CCOC(=O)C1=NN(C(=O)Cc2ccccc2)C(O)(c2ccc(Cl)cc2)C1 (configuration not stated)	3%	37%	-1	-18%	6%	-2%	6%	-4%	0%
O=C(c1ccccc1)C1CN(c2ccccc2)CC1c1ccc(Cl)cc1 (configuration not stated)	-1%	35%	-1	-2%	2%	-7%	0%	-3%	-5%
C/C=C(\C)CN1CCC(n2nccc2NC(=O)c2ccc3c(c2)OCO3)CC1	4%	1%	4	-6%	-7%	-9%	6%	1%	-1%
COC(=O)c1nc(-c2ccccc2)oc1N1CCOCC1	12%	49%[activator]	-3	-18%	-16%	200%[activator]	-2%	-6%	-9%
COc1ccc(CCN2C(=O)c3[nH]nc(-c4ccccc4O)c3C2c2ccc(OC)cc2)cc1 (configuration not stated)	-15%	34%	-2	-19%	2%	-7%	2%	-9%	0%
CC(=O)C1=C(c2ccccc2)NC(=O)NC1c1ccccc1 (configuration not stated)	4%	36%	-18	-22%	23%	6%	6%	2%	-8%
OCC[C@H]1C[C@@H](O)[C@H](O)[C@]2(CCCO2)O1	14%	20%	2	-9%	5%	-1%	1%	-4%	-10%
COC(=O)[C@H](CC(C)C)NC(=O)N1CCN(c2cccc(C(F)(F)F)c2)CC1	0%	15%	1	-15%	15%	3%	1%	0%	-4%
CN(C(=O)c1ccc(NC(=O)Cc2cccc(NC(=O)C3CCN(C(=O)c4ccccc4)CC3)c2)cc1)C1CC1	1%[38.3 µM]	24%	-4	-4%	12%	-6%	11%	-9%	-8%
CN1CCN(S(=O)(=O)Cc2ccccc2Cl)CC1	-10%	33%	4	-14%	20%	4%	13%	3%	3%
Cn1c(SCC(=O)Nc2ccc(NC(=O)c3cccc(F)c3)cc2)nnc1-c1ccncc1	29%	207%[activator]	0	-13%	17%	4%	-4%	0%	4%
CN1CCN(c2ccc(S(=O)(=O)Nc3ccccc3)cc2[N+](=O)[O-])CC1	-3%	-17%	3	-3%	8%	-5%	11%	0%	i
CC1=Nn2c(nnc2-c2cc(-c3ccccc3)n[nH]2)SC1	13%	43%[activator]	-10	-20%	-6%[57.1 µM]	16%	0%	5%	i
COc1cc(SC)ccc1C(=O)OCC(=O)NC1CCCC1	7%	24%	5	-17%	12%	4%	1%	2%	-3%
O=C(c1ccccc1)c1c[nH]c(C(=O)NCc2cccnc2)c1	3%	54%[activator]	11	-12%	22%[57.1 µM]	10%[57.1 µM]	9%	-2%	-2%
CC(C)(C)c1nc2ccccc2c2nnc(SCC(=O)NCc3ccco3)n12	17%	-1%	-6	-26%	6%	6%	6%	0%	2%
COCCNCCCCOc1ccc(C)cc1[N+](=O)[O-]	1%	-21%	7	-9%	-10%	-6%	4%	-5%	6%
CC(=O)c1cccc(N=Cc2c(O)c3ccccc3oc2=O)c1	2%	36%	4	-20%	25%	16%	-4%	-3%	i
COc1cccc(CCNC(=O)CCc2nnc(Cc3cc(OC)ccc3OC)o2)c1	-4%	19%	-1	-20%	27%	7%	0%	9%	-5%
CC(=O)Nc1cccc(C(=O)Nc2cccc(S(=O)(=O)NCc3ccco3)c2)c1	5%	0%	6	-7%	8%	-3%	11%	-5%	i
